DT40 TDP1 CPT: qHTS for Inhibitors of human tyrosyl-DNA phosphodiesterase 1 (TDP1): qHTS in cells in presence of CPT; Potency, µM (series often up to 46.2 µM), without a hit: top-dose activity change, negative = growth inhibition, actives largely listed as inhibitors; 420,000 compounds, 12% hits; chicken DT40 Tdp1-/-;hTDP1 cells + 20 nM CPT, ATP luminescence, 48 h; further: nearly all actives have a fitted effect of over 55% in size
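Chicken DT40 Tdp1-/- cells complemented with human TDP1, 400 cells/well, exposed to compounds plus 20 nM camptothecin for at least 48 h at 37 C; viability read as ATP content by CellTiter-Glo luminescence.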
DT40 TDP1 no CPT: qHTS for Inhibitors of human tyrosyl-DNA phosphodiesterase 1 (TDP1): qHTS in cells in absence of CPT. DT40 Tdp1-/- hTDP1 cells, no CPT, ATP luminescence, 48 h. Potency, µM (series often up to 46.2 µM), without a hit: at the top dose activity change, negative = growth inhibition, usual class: inhibitors. 420,000 compounds, 15% hits; further: nearly all actives have a fitted effect of over 55% in size
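Cells were dispensed at 400 per well, compounds added by pin tool, plates incubated ≥48 hr at 37 °C, then CellTiter-Glo added for 30 min at room temperature before luminescence reading. Line: DT40 Tdp1-/- complemented with hTDP1; camptothecin omitted.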
TDP1 block: qHTS Assay for Inhibitors of Tyrosyl-DNA Phosphodiesterase (TDP1) | 350,000 compounds, 0.28% hits | Tyrosyl-DNA phosphodiesterase 1 (Homo sapiens), Q9NUW8 | recombinant TDP1, AlphaScreen DNA substrate cleavage | Potency, µM (doses to about 130 µM), for the others: at the top dose activity change, negative = inhibition, most hits filed as inhibitors; further: nearly all actives have a fitted effect of over 40% in size
Target sequence (Q9NUW8 whole entry, looked up): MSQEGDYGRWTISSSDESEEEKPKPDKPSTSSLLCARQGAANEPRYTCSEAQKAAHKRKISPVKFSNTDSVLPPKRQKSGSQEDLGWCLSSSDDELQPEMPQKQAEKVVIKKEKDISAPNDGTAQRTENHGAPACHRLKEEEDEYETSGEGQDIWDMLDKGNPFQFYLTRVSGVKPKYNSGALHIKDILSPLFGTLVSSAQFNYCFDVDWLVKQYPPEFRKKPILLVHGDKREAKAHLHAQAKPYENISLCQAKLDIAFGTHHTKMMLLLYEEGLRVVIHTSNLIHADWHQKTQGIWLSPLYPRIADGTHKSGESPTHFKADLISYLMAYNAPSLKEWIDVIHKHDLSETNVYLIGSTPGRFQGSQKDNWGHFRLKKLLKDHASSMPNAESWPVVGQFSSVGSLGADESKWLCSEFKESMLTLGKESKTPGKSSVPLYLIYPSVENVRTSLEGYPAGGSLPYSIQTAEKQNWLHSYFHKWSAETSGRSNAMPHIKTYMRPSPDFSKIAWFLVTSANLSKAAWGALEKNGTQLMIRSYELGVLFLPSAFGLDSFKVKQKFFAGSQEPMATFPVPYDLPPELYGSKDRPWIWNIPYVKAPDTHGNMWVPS
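E. coli-derived human Tdp1, 1 nM final. Cpd preinc 15 min RT; substrate 15 nM final, 5 min RT; AS bead mix 10 ug/ml final, 10 min RT. Signal loss = tyrosine-FITC cleavage. No-enzyme wells = max signal.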
Active calls of the source: *; ? = inconclusive; . = not tested or not shown; & = joins results of further samples; [ ] = dose if it differs, or a comment. The call rests on the fitted dose curve; in most records, active means well fitted curve in the direction sought with a large enough effect; inconclusive means small, poorly fitted or top-dose-only effect, or another doubt; inactive means no such curve, though single readings can be large; an effect the other way counts as inactive or inconclusive. On the % scale 0 is the no-effect control and ±100 the full control effect; potency means the concentration at half of the fitted maximal effect.

SMILES	DT40 TDP1 CPT	DT40 TDP1 no CPT	TDP1 block
CCOC(=O)N=S(N)(=O)c1ccc(Cl)cc1 (configuration not stated)	?	?	2%
Cc1cc(S(=O)(=O)Nc2ccc(C(=O)NCCCN3CCOCC3)cc2)ccc1F	-17%	-11%	.
CCOc1ncccc1C(=O)OCc1ccc(C#N)cc1	6%	-6%	3%
CCCc1cc(=O)oc2cc(OCc3cccc(OC)c3)c(Cl)cc12	4%	-17%	-3%
COc1cc(OC)cc(-c2c(C#Cc3ccsc3)c3cc(-c4ccc(OC)cc4F)ccc3n2C)c1	-8%	?	2%
COc1ccc(NC(=S)NC(=O)c2ccc3c(c2)OCCO3)cc1	?	18µM*	4%
CN(C)c1nc(-c2ccccc2)ns1	-1%	0%	.
COc1cccc(CC2(CO)CCCN(Cc3ccc(C)s3)C2)c1 (configuration not stated)	-18%	?	.
CC1(C)Cc2nc3oc4c(=O)n(CC(=O)Nc5ccc(Cl)cc5)cnc4c3cc2CO1	-11%	?	5%
COc1ccc(CNC(=O)Nc2cccc(C)c2)cc1	0%	1%	5%
O=C(CNC(=O)C1(c2ccccc2)CC1)Nc1ccc(F)c(F)c1	-21%	-13%	.
O=C(CSc1nnc(-c2ccco2)n1-c1ccccc1)NCc1ccco1	-14%	-9%	2%
COC(=O)CSc1ccnc2cc(Cl)ccc12	-1%	13%	.
NC(=O)C1CCN(C(c2ccccc2Cl)c2nnnn2Cc2ccc3c(c2)OCO3)CC1 (configuration not stated)	10%	-18%	2%
COc1ccc(CN2CCC(CNS(=O)(=O)c3cccc(C(F)(F)F)c3)CC2)cc1	?	?	10%
CN(C)/C=N/c1nc(Sc2ccc(C(F)(F)F)cc2[N+](=O)[O-])n[nH]1	1%	-3%	7%
CCOc1ccc(NC(=O)CN(C)C(=O)Cc2c[nH]c3ccccc23)cc1OCC	-1%	-13%	-4%[0.505 µM]
Cc1cccnc1NC(=O)Cn1nc([N+](=O)[O-])cc1C	0%	-5%	5%
CC(=O)Nc1ccc(-c2csc(NC(C)c3ccccc3)n2)cc1 (configuration not stated)	-5%	-18%	10%
COc1ccc(Cc2c(-c3ccc(C)cc3)nc3ccc(Cl)cn23)c(C)c1	23µM*	23µM*	.
COc1ccc2c(c1)C(C1C(=O)CCCC1=O)c1ccccc1O2 (configuration not stated)	0%	-2%	-3%
O=C(Nc1ccccc1N1CCCC1)c1ccc(Cl)cc1Cl	?	?	2%
COc1cccc(=O)c2c(C)n(C)c(C)c12	?	-28%	-13%
CC(Oc1ccc2c(-c3ccccc3)cc(=O)oc2c1)C(=O)NCCCN1CCOCC1 (configuration not stated)	-25%	-24%	2%
CC(C)NC(=O)N(C)C[C@H]1OCCCC[C@@H](C)Oc2ccc(NC(=O)C3CCCCC3)cc2C(=O)N([C@H](C)CO)C[C@@H]1C	?	12µM*	.
Nc1nc(=S)c2n[nH]nc2[nH]1	?	?	1%
COc1ccc(NC(=S)Nc2ccc(N)c([N+](=O)[O-])c2)cc1	?	-20%	9%
CC(=O)C[C@H]1c2cc(C(F)(F)F)ccc2S(=O)(=O)N1c1ccc(N(C)C)cc1	7.9µM*	15µM*	.
CCN(CC)S(=O)(=O)c1ccc(NC(=O)COC(=O)c2c[nH]c(=O)[nH]c2=O)cc1	-2%	-4%	.
COc1ccc(C(=O)NC(=S)Nc2ccc(CN3CCOCC3)cc2)cc1Cl	18µM*	16µM*	10%
O=C(C(=O)N1CCN(c2ccccc2Cl)CC1)c1c[nH]c2ccccc12	?	?	4%
O=C1N=C(N2CCCCC2)S/C1=C\c1ccc(Cl)cc1	?	?	.
CC(=C/c1ccccc1)/C=N/NC(=O)c1cnccn1	-22%	-1%	1%
Cc1cccc(NC(=O)Cn2cc(C=O)c3ccccc32)c1	?	?	.
CCCCn1c(N)c(N(CC(C)C)C(=O)C2CC(=O)N(c3ccccc3C(C)CC)C2)c(=O)[nH]c1=O (configuration not stated)	-11%	-10%	0%
CN(C)S(=O)(=O)c1cc(NC(=O)CN2CCN(c3ccccc3F)CC2)ccc1Cl	?	21µM*	-3%
CSc1ccccc1OCc1cc(C(=O)NCCc2nc(C)cc(C)n2)no1	?	?	.
O=C(c1ccccc1)n1nc(-c2ccco2)nc1NCc1cccs1	?	?	4%
CC(NCCC1(Cc2ccccc2Cl)CCOC(C)(C)C1)c1cccs1 (configuration not stated)	23µM*	21µM*	8%
CC(C)C[C@H]1CN=C(Nc2ccccc2)N1CC1CCCCCC1	?	21µM*	-4%
Cc1ccc(CNC(=O)C2CC3Cn4c(nc5cc(C)c(C)cc54)C3N2C)o1 (configuration not stated)	-17%	-16%	5%
CCOc1ccc(C2C(C(=O)c3ccco3)=C(O)C(=O)N2CCN2CCOCC2)cc1 (configuration not stated)	12%	3%	4%
CCN(Cc1ccccc1)C(=O)COC(=O)c1n[nH]c2ccccc12	-2%	?	-1%
COc1ccc(NC(=O)Cc2noc3ccc(C)cc23)cc1Cl	?	?	5%
COc1ccc(C2N(S(=O)(=O)c3ccccc3)CCN2S(=O)(=O)c2ccc(C)cc2)cc1 (configuration not stated)	16µM*	14µM*	3%
Cc1ccccc1OCCn1c(=N)n(C(C)C)c2ccccc21	8.2µM*	6.5µM*	.
CCOc1ccc(NC(=O)CN(C)C(=O)C2CC(=O)N(c3cccc(SC)c3)C2)cc1OCC (configuration not stated)	-10%	-21%	.
CCN(CC(=O)O)S(=O)(=O)c1cc(Cl)ccc1Cl	-1%	9%	7%

Remaining list, next part:
Screens in order – DT40 TDP1 CPT, DT40 TDP1 no CPT, TDP1 block
- COc1cc(/C=N/Nc2ccnc(=O)[nH]2)ccc1O
 : -12%, 24%, .
- O=C(O)c1cc(Cl)ccc1-c1ccc(/C=C/c2cc(C(F)(F)F)[nH]c(=O)n2)o1
 : -3%, 2%, -5%
- O=C(COc1ncnc2c(Cl)cc(Cl)cc12)NC1CCCCCC1
 : -16%, -27%, 5%
- Cc1ccc(N(C(C)C(=O)N2CCCC2)S(C)(=O)=O)cc1 (configuration not stated)
 : 2%, -1%, .
- COc1ccc(CCCC(=O)N/N=C/c2ccccc2OC)cc1
 : -1%, -5%, 5%
- O=C(CSC1=NS(=O)(=O)c2cc(F)ccc2N1)Nc1ccccc1
 : 16%, -30%, 5%
- Clc1cccc(CN2CCc3c([nH]c4ccccc34)C2)c1
 : ?, ?, .
- O=C(CN1C(=O)COc2ccc(S(=O)(=O)N3CCCCC3)cc21)NCc1ccc(F)cc1
 : ?, ?, 2%&3%
- COc1ccc(NC2CC(=O)NC2=O)cc1 (configuration not stated)
 : 12%, 5%, 4%
- O=c1cc(NCCc2ccccc2)c2ccccc2o1
 : 10µM*, 8.2µM*, -5%
- CCCOc1ccc(CNC(=O)Cn2ncc3ccccc32)cc1
 : -9%, 3%, .
- CCCCC(NC(=O)c1ccc(Cl)cc1)C(=O)O (configuration not stated)
 : -2%, 12%, -2%
- C=CCn1c(SCc2ccc(C#N)cc2)nnc1-c1cccc(OC)c1
 : ?, ?, -2%
- O=C(COC(=O)c1ccccc1C(=O)N1CCN(c2ccc(F)cc2)CC1)NCc1ccccc1
 : ?, ?, 3%
- Cc1ccc(C)c(OCCC(=O)OCC(=O)Nc2cc(S(=O)(=O)N3CCCCC3)ccc2C)c1
 : -32%, -20%, 0%
- COc1cccc(NC(=O)CN(C)C(=O)c2ccc(NC3CC3)c([N+](=O)[O-])c2)c1
 : -16%, ?, 4%
- C=CCNc1oc(-c2ccco2)nc1S(=O)(=O)c1ccccc1
 : 7%, -13%, 6%[56.1 µM]
- CCC(Sc1nc(C)cc(C)n1)C(=O)Nc1ccc(S(N)(=O)=O)cc1 (configuration not stated)
 : -16%, -14%, -3%
- O=C(N1CCOCC1)C12OC3CC(CC(C3)O1)O2
 : -2%, -11%, .
- CCCCN1CC[C@H]2C=CC[C@@H](C(=O)Nc3ccccc3)[C@H]2C1=O
 : ?, -5%&-29%, .
- CCOc1cc(C(=O)N(CC)CC(=O)Nc2ccc3c(c2)OCCO3)ccc1OC
 : -12%, -2%, 1%
- Cc1cc(C(F)(F)F)nn1CC(=O)N1CCCC1
 : -22%, ?, -2%
- CCOC(=O)C1CCN(Cc2ccc(-c3ccccc3)cc2)CC1
 : 7%, 4%, .
- O=C(CN1CCCCC1)N/N=C/c1ccc(Cl)cc1
 : 5%, -4%, 4%
- CCCn1c(Nc2ccc(Cl)cc2)nc2ccccc21
 : -29%, ?, 5%
- Cc1ccc(C(=O)NNC(=O)c2cccc3ccccc23)cc1
 : 0%, 6%, .
- O=C(Nn1c(Cc2cccs2)nc2ccccc2c1=O)c1cccs1
 : ?, ?, 2%
- CNC(=O)CN(C)S(=O)(=O)c1ccc(F)cc1
 : -16%, -15%, 5%
- COc1ccc(N2CC(C)Cn3c2nc2c3c(=O)n(Cc3ccccc3F)c(=O)n2C)c(OC)c1 (configuration not stated)
 : ?, ?, 7%
- COc1ccc(CNC(=O)C2CCN(S(=O)(=O)c3ccc(F)cc3)CC2)cc1
 : -30%, -24%, .
- Cc1ccc(CC(=O)Nc2ccc(C(=O)N3CCCCC3)cc2)cc1
 : 1%, ?, -2%
- CCCCCCCCCC[n+]1cc(Br)cc(Br)c1
 : 0.79µM*, 0.45µM*, .
- Cc1noc(NS(=O)(=O)c2ccc(NC(=O)CS(=O)(=O)c3ccccc3)cc2)c1C
 : 4%, -23%, -2%
- COc1cc(C(=O)Nc2nnc(-c3sccc3C)s2)cc(OC)c1OC
 : ?, -22%, -1%
- CC(=O)c1cccc(NC(=O)[C@H]2O[C@@H]3OC(C)(C)O[C@@H]3[C@H]3OC(C)(C)O[C@H]32)c1
 : 16%, 1%, 3%
- Cn1c(SCC(=O)N/N=C/c2cc([N+](=O)[O-])ccc2O)nnc1-c1ccccc1
 : ?, ?, 5%
- COc1cccc(C(=O)OCC(=O)c2c[nH]c3ccccc23)c1OC
 : -5%, -11%, 0%
- CCOC(=O)C1CCN(C(=O)c2c(-c3c(Cl)cccc3Cl)noc2C)CC1
 : 23%, -9%, 7%
- COc1ccccc1Cn1c(=O)c2ccccc2n2c(SCC(=O)N3CCCCC3)nnc12
 : ?, ?, 1%
- CCC(CC)NC(=O)CSc1ccc(S(=O)(=O)N2CCCCC2)cn1
 : ?, ?, -4%
- O=C(Nc1cccnc1)C1CCC(CNS(=O)(=O)c2cccc3nsnc23)CC1 (configuration not stated)
 : -28%, ?, .
- COc1ccc(S(=O)(=O)N2N=C(c3cccc(NS(C)(=O)=O)c3)CC2c2ccco2)cc1 (configuration not stated)
 : ?, ?, 5%
- CCCC(=O)Nc1ccc(C(=O)NNC(=O)c2cccc([N+](=O)[O-])c2)cc1
 : -4%, -10%, 6%
- O=C(c1cc(C(F)(F)F)cc(C(F)(F)F)c1)N1CCC2(CCCN(c3ccccc3)C2)CC1
 : 4%, -15%, .
- CCOC(=O)[C@]12CCCC=C1N(Cc1ccccc1)C(=O)[C@H](CC(=O)N1CCN(C(=O)c3ccco3)CC1)C2
 : ?, -17%, .
- CC1CN(c2nc(-c3ccccc3)nc3ccccc23)CC(C)O1 (configuration not stated)
 : ?, ?, 0%
- Cc1ccccc1CNC(=O)CC1C(=O)NCCN1CC1CCCCC1 (configuration not stated)
 : ?, ?, 4%
- O=C(NCCN1CCOCC1)c1ccc2c(c1)N(Cc1ccc(Cl)cc1)CCS2
 : ?, ?, 8%
- Cc1cc(N2C(=O)C(O)=C(C(=O)c3cccs3)C2c2ccccc2)no1 (configuration not stated)
 : -29%, -13%, 4%

By substructure, the entries above containing a CF3 group.
Screens in order – DT40 TDP1 CPT, DT40 TDP1 no CPT, TDP1 block
- COc1ccc(CN2CCC(CNS(=O)(=O)c3cccc(C(F)(F)F)c3)CC2)cc1
 : ?, ?, 10%
- CN(C)/C=N/c1nc(Sc2ccc(C(F)(F)F)cc2[N+](=O)[O-])n[nH]1
 : 1%, -3%, 7%
- CC(=O)C[C@H]1c2cc(C(F)(F)F)ccc2S(=O)(=O)N1c1ccc(N(C)C)cc1
 : 7.9µM*, 15µM*, .
- O=C(O)c1cc(Cl)ccc1-c1ccc(/C=C/c2cc(C(F)(F)F)[nH]c(=O)n2)o1
 : -3%, 2%, -5%
- Cc1cc(C(F)(F)F)nn1CC(=O)N1CCCC1
 : -22%, ?, -2%
- O=C(c1cc(C(F)(F)F)cc(C(F)(F)F)c1)N1CCC2(CCCN(c3ccccc3)C2)CC1
 : 4%, -15%, .

Reformatted with each value named: part of the list above
> CCOC(=O)C1CCN(C(=O)c2c(-c3c(Cl)cccc3Cl)noc2C)CC1
  DT40 TDP1 CPT = 23% | DT40 TDP1 no CPT = -9% | TDP1 block = 7%

> COc1cccc(C(=O)OCC(=O)c2c[nH]c3ccccc23)c1OC
  DT40 TDP1 CPT = -5% | DT40 TDP1 no CPT = -11% | TDP1 block = 0%

From PubChem BioAssay
